# High-throughput results: PubChem, several laboratories
# PTPN22 inh 2 = LYP (human) phosphatase inhibition. Q9Y2R2. hit rate 0.21% among 96,000. recombinant LYP catalytic domain, DiFMUP fluorescence. inhibition, % at 2 µM;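 active = inhibition at 2 µM at or above a set limit, the screen mean plus 3 SD, cut at about 24% in these data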;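 also: 0% = DMSO with enzyme and 100% = enzyme fully blocked by orthovanadate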
# Target sequence (Q9Y2R2 whole entry, looked up, the tested form may be a part): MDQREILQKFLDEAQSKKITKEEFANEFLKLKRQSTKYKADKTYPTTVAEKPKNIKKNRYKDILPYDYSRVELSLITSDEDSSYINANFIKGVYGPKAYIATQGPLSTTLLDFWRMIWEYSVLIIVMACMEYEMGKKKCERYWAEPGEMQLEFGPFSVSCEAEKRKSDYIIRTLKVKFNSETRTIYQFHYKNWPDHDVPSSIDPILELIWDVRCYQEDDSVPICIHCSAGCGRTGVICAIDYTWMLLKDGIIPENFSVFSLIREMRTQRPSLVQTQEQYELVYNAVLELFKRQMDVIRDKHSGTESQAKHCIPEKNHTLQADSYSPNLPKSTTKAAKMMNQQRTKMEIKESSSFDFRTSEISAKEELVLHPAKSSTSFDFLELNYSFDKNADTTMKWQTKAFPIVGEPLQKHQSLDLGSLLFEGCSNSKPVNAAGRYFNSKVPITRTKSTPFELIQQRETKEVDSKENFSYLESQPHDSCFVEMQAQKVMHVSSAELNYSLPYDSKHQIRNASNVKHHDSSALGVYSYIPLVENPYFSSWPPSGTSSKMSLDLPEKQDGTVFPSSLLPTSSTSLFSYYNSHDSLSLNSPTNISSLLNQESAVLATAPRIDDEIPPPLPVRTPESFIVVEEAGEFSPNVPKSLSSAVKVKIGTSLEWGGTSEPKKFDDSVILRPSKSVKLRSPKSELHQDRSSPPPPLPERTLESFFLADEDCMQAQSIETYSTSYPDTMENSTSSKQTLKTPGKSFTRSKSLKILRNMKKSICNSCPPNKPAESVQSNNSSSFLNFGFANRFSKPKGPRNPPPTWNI
# Pyk2 oligo antag = Pyk2 (human) oligomerization antagonism. AID 1347419. Q293 cells, Pyk2 FERM NanoBiT luminescence; stronger effect = lower value. z-score (the deposit names both 25 µM and 10 µM). hit rate 0.83% among 99,000. Q14289;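 active = Z-score of -3 or lower, scaled per plate to the spread of control and sample wells; inactive = z-score above -3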;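 also: negative z-score means lost luminescence so less FERM oligomerization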
# ERa coact inh = ER-alpha (human) coactivator binding inhibition; P03372; TR-FRET ER-alpha LBD / SRC-1 peptide, estradiol-bound; inhibition, % at 25.6 µM; hit rate 1.7% among 86,000; in the data active = inhibition above about 50%;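 also: 0% = receptor plus peptide control and 100% = peptide only without receptor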
# FAK blocker = inhibitors of human focal adhesion kinase; Q05397; hit rate 0.84% among 97,000; biochemical FAK kinase activity assay; inhibition, %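 (tested at 7 µM)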; in the data active = inhibition above about 19%;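 also: 0% = DMSO and 100% = reference compound high control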
# VCAM1 TNFa inh = reduces TNF alpha induced VCAM1 expression in HUVEC | inhibition, % at 2 µM | AID 802 | HUVEC TNFa-induced VCAM-1 immunofluorescence, high-content imaging | hit rate 0.48% among 95,000;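 active = inhibition above the batch mean plus 3 SD, with images confirmed as a hit by eye, cut at about 37% in these data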;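 also: 0% = TNF-stimulated DMSO wells and 100% = unstimulated control wells; not every result past the cut was called active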
# PTPN22 act = increases human PTPN22 phosphatase activity; Q9Y2R2; recombinant LYP, DiFMUP fluorescence; 0 = plate median, 100 = signal doubled; activation, % at 2 µM; hit rate 0.11% among 96,000;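 active = activation at 2 µM above a set limit, the mean plus 5 SD, cut at about 37% in these data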
# TNFa cytotox = toxic to HUVEC cells under TNF alpha stimulation; HUVEC TNFalpha-stimulated, Hoechst cell count, imaging; cell count reduction, % at 2 µM; hit rate 0.17% among 93,000; AID 848;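 active = cell count reduction exceeding the screen mean by over 5 SD, scaled to untreated wells per plate, cut at about 78% in these data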;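 also: cells counted after 24 h of TNF alpha exposure following the 1 h pretreatment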
# cytoskel mod = modifiers of cytoskeleton assembly | HUVEC TNFa F-actin phalloidin imaging, high content | inhibition, % at 2 µM | hit rate 0.18% among 91,000;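 active = inhibition above the batch mean plus 3 SD and confirmed as a hit by visual image inspection, cut at about 30% in these data, passing the limit was not always enough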; also: strong numbers were not always called active
# HUVEC tox IL1B = HUVEC cytotoxicity counter-screen, IL-1B stimulated. hit rate 0.41% among 94,000. HUVEC cell count loss, Hoechst imaging. cell count reduction, % at 2 µM;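 active = cell count reduction more than 3 SD above the screen-wide mean, cut at about 70% in these data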;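 also: normalized per plate to untreated control cells as the no-loss baseline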
# An asterisk follows results filed as active; . = not tested or not shown; [ ] = dose if it differs, or a comment. An unsorted share of the library. About 3.8% of those tested had a hit in this group.
SMILES,PTPN22 inh 2,Pyk2 oligo antag,ERa coact inh,FAK blocker,VCAM1 TNFa inh,PTPN22 act,TNFa cytotox,cytoskel mod,HUVEC tox IL1B
O=C(Nc1ccc2c(c1)oc1ccc(S(=O)(=O)N3CCCC3)cc12)C1CC1,4,-1.4,42[fluorescence artefact?],0,7,-8,-20,-2,-23
CCC(c1nnc(SCC(=O)NCCc2ccc(Cl)cc2Cl)o1)N(C)C (configuration not stated),2,0.28,-8,-1,0,-3,5,-3,27
O=C1C(=O)N(c2ccccc2)c2ccccc21,12,1.3,-8,-2,-1,-14,14,1,-4
CCO/C=C1/C(=O)N(C(C)=O)c2ccccc21,3,1.6,-9[fluorescence artefact?],0,-19,-6,-23,-2,-8
Cc1ccc(CCNC(=O)C2CCC(=O)N2C2CCCC2)cc1 (configuration not stated),-1,1.2,-10,-2,-7,-3,-15,-2,41
CCOC(=O)c1cnc2ccc(C)cc2c1Sc1ccccc1C(=O)OC,14,-4.3*,.,5,9,-11,-5,6,-43
CN(CCCNC(=O)Cn1cc2c(n1)CCCC2)C1CCCCC1,-10,.,-6,0,7,6,-34,7,8
Cc1ccc(NC(=O)N/C=C/c2ccccc2)cc1,7,-0.32,.,-2,3,-5,19,0,2
O=C(O)C1CCN(C(=O)c2ccc(Cl)cc2)CC1,4,0.37,9[fluorescence artefact?],-2,25,-5,-8,-2,11
CCOc1nc(C)nc(NC(=O)NS(=O)(=O)c2ccccc2Cl)n1,-16,1.1,7,-1,-4,11,-21,.,-7
Cc1cccc(NC(=O)Cc2ccc(F)cc2)c1,1,0.14,-7,-1,-3,1,0,0,7
CCc1nnc(NC(=O)CCC(=O)NCC2CCCO2)s1 (configuration not stated),-6,1.4,2,-1,6,5,-18,13,11
CSc1nncc(/C(C)=N\Nc2ccccc2)n1,2,-1.3,.,4,-13,3,-2,7,-86
CCc1nc(SCC(=O)NCC2CCCO2)c2oc3ccccc3c2n1 (configuration not stated),10,0.15,-41[fluorescence artefact?],2,-1,-11,-15,5,-28
CCOC(=O)c1sc(NC(=O)Nc2ccc(Cl)cc2)cc1C,0,-2.6,.,7,-2,4,-8,3,54
Cc1noc(NS(=O)(=O)c2ccc(NC(=O)COc3ccc(Cl)cc3Cl)cc2)c1C,5,-0.11,3,3,-4,-4,-51,11,26
O=c1cc(-c2ccccc2)nc(N2CCN(Cc3ccccc3)CC2)[nH]1,-2,-0.99,-4,10,-13,-3,-30,10,-13
CS(=O)(=O)N(CCc1ccccc1)CC(=O)N1CCCCC1,-3,0.28,-6,-1,2,2,16,-1,-117
COc1ccc2oc(=O)c(C(=O)NCc3ccc4c(c3)OCO4)cc2c1,5,-0.22,14,1,-11,-4,-21,-2,-10
Cc1noc(NS(=O)(=O)c2ccc(NC(=O)CCC3CCCC3)cc2)c1C,2,-0.47,0,-2,2,1,-33,5,-48
O=C(Cn1c(SCc2ccccc2)nc2ccccc21)N1CCOCC1,-2,-0.22,-1,1,6,5,2,-9,14
CCOC(=O)c1ccc(N/C(=N\S(=O)(=O)c2ccccc2C)c2ccccc2)cc1,4,-1.7,.,-1,-19,2,-56,-2,-23
COc1ccc(OC)c(-n2c(C)nc3cc(C(=O)O)ccc32)c1,-6,0.9,-2,-6,-7,5,-4,5,27
Cc1ccc(CNc2nc3c([nH]2)c(=O)n(C)c(=O)n3C)cc1,-8,0.4,-6,-1,4,8,-26,-22,-5
CCS(=O)(=O)n1nc(-c2ccc(Cl)cc2)nc1SC,9,-1.1,3,4,5,-11,-33,10,.
Cc1cc(C)nc(SCC(=O)c2ccc([N+](=O)[O-])cc2)n1,-2,0.28,.,4,-6,5,-10,20,-21
Cc1ccc2cccc(NC(=O)c3ccc(Br)o3)c2n1,-17,-1.6,-1,0,18,16,-32,-1,-33
CC(=O)Nc1ccc2oc(-c3ccccc3Br)nc2c1,-6,.,27,-3,2,4,-21,7,-5
Cc1noc(C)c1S(=O)(=O)N1CCN(C(c2ccccc2)c2ccc(Cl)cc2)CC1 (configuration not stated),2,.,1,7,-16,-2,86*,27,-53
O=C(O)CSC1c2ccccc2C(=O)N1Cc1ccccc1 (configuration not stated),6,0.15,-17,3,-4,-9,-13,29,-10
Fc1ccc(CNc2nc3ccccc3n3nnnc23)cc1,4,.,-2,-13,-2,-5,-5,4,-18
NC(=S)N=Nc1c(O)n(C2OC(=O)c3ccccc32)c2ccccc12 (configuration not stated),9,-0.43,.,-6,0,-4,1,-17,9
COc1cccc(CNC(=O)C2(C)Oc3ccccc3NC2=O)c1 (configuration not stated),-6,-1.1,7[fluorescence artefact?],-2,-5,7,-15,-6,0
COc1ccc(S(=O)(=O)NC2CC3CCC2C3)cc1Cl (configuration not stated),5,-1.6,-3,-1,-2,-5,-8,8,-107
Cc1cc(C)c(NC(=O)C2CCCN2CCC(C)C)c(C)c1 (configuration not stated),3,-0.4,-6,0,19,-6,-22,16,-23
Cc1cccc(OCC(=O)O/N=C(\N)c2ccccn2)c1C,10,-0.24,-8,-1,2,-6,-10,32,3
O=C(CNC(=O)c1cc2ccccc2o1)NCc1cccs1,-5,0.17,3,0,20,3,-6,-16,10
CCSc1nc(N2CCOCC2)c2c(c1C#N)CC(C)(C)N(C)C2,-6,0.16,0,0,2,8,-27,-3,-44
Oc1ccc(CN2CCCCC2)c2cccnc12,-5,-0.51,-16[fluorescence artefact?],1,.,4,.,.,-20
Cc1ccc(NC(=O)c2ccnc(C(C)(C)C)c2)cc1,-2,-0.61,-3,3,6,-6,-21,6,-10
C=CC1=C(C(=O)O)N2C(=O)C(NC(=O)Cc3ccccc3)C2SC1 (configuration not stated),-1,0.78,3,-1,14,2,5,9,4
CO/N=C/NC(=O)c1c(OC)ccnc1Oc1ccc(Cl)cc1,13,0.48,.,5,3,-7,-12,-21,2
CCCC(=O)N(CCN(Cc1ccccc1)C(=O)CCC)Cc1ccccc1,-2,-0.83,.,-7,-37,6,12,34,-71
C=CCNC(=S)NNc1ncnc2sc3c(c12)CC(C)(C)OC3,8,-1.1,.,0,28,-5,-20,-12,-28
COc1ccccc1N1C(=O)c2ccccc2NC1C(OC)OC (configuration not stated),3,0.18,-6,-2,8,-6,-13,6,0
COc1ccc2cc(C(=O)N3CCOCC3)sc(=O)c2c1OC,1,1.1,2,6,6,-2,9,13,-24
CC(=O)Nc1ccc(OCC(O)CN2CCN(c3ccccc3Cl)CC2)cc1 (configuration not stated),-22,0.67,-30,0,-6,18,6,-3,39
O=C(CCC1N=C2c3ccccc3N=C(SCc3ccc(Cl)cc3)N2C1=O)NCc1ccco1 (configuration not stated),4,0.19,21,2,17,-6,-17,-10,-38
CC(C)CNC(=S)NNC(=O)c1ccco1,-2,0.5,-73,-3,36,4,-23,-5,-5
COc1ccccc1NC(=O)c1ccc(Br)o1,-1,0.04,30,2,-16,-2,2,9,-41
CC1(C)Oc2ccc(C(=O)N3CCCC3)cc2N(CC(=O)NCc2ccccc2)C1=O,-9,-0.12,-4,1,9,7,-1,-44,7
CC1C(=O)C(C)C(c2ccc3c(c2)OCO3)NC1c1ccc2c(c1)OCO2 (configuration not stated),1,-1.7,-4,-4,-4,-4,-8,-19,-13
O=C(COc1ccccc1)Nc1nonc1NC(=O)COc1ccccc1,10,0.88,4[fluorescence artefact?],0,3,-10,-19,6,-1
C=CCN(CC=C)C(=S)Nc1ccccc1,-5,0.37,.,-5,17,11,-6,-18,.
Cc1nn(-c2ccccn2)c2c1-c1nc(N3CCOCC3)ncc1CC2,8,-1.4,-4,-1,-7,-7,9,-15,-7
CCOC(=O)C1CCCN(C(=O)Cc2ccc(OC)c(OC)c2)C1 (configuration not stated),-4,0.4,0,-2,2,4,-3,8,-3
CCCNC(=O)C(=O)c1cccn1-c1ccsc1C(=O)OC,-4,-0.32,-5,-1,-1,1,1,11,.
COc1ccc(NC(=O)c2cc(-c3cc(C)cc(C)c3O)n[nH]2)cc1Cl,11,0.89,15[fluorescence artefact?],-4,21,-11,2,.,-7
CCCC(=O)Nc1cc(=O)[nH]c2ncnn12,2,1.3,-7,2,.,-3,.,20,10
CCC(=O)N(CC)C1=C(O)c2ccccc2C(=O)C1=O,2,-0.14,.,-7,4,0,-14,5,-24

# A draw from above in order of length of the SMILES, ascending.
SMILES,PTPN22 inh 2,Pyk2 oligo antag,ERa coact inh,FAK blocker,VCAM1 TNFa inh,PTPN22 act,TNFa cytotox,cytoskel mod,HUVEC tox IL1B
CCCNC(=O)C(=O)c1cccn1-c1ccsc1C(=O)OC,-4,-0.32,-5,-1,-1,1,1,11,.
O=C(COc1ccccc1)Nc1nonc1NC(=O)COc1ccccc1,10,0.88,4[fluorescence artefact?],0,3,-10,-19,6,-1
CCOC(=O)C1CCCN(C(=O)Cc2ccc(OC)c(OC)c2)C1 (configuration not stated),-4,0.4,0,-2,2,4,-3,8,-3
Cc1nn(-c2ccccn2)c2c1-c1nc(N3CCOCC3)ncc1CC2,8,-1.4,-4,-1,-7,-7,9,-15,-7
COc1ccc(NC(=O)c2cc(-c3cc(C)cc(C)c3O)n[nH]2)cc1Cl,11,0.89,15[fluorescence artefact?],-4,21,-11,2,.,-7

# (listing goes on)
SMILES,PTPN22 inh 2,Pyk2 oligo antag,ERa coact inh,FAK blocker,VCAM1 TNFa inh,PTPN22 act,TNFa cytotox,cytoskel mod,HUVEC tox IL1B
O=C(CNC(=O)c1ccc(Oc2ccccc2)cc1)OC1CCCCC1=O (configuration not stated),2,1,.,-2,0,-3,-6,4,-17
COc1ccc(/C=N/NC(=O)c2ccccc2O)cc1Cn1cc(Cl)cn1,9,-0.59,.,-6,8,-5,-16,-21,-35
COc1ccc(CNC(=O)CSc2nnc(-c3ccc(NC(C)=O)cc3)n2C)cc1,-4,1.1,-17,0,14,4,1,-2,11
CN(C)c1nccc(Nc2ccccc2)c1C#N,-4,-0.67,99*[fluorescence artefact?],0,-18,5,-14,-10,1
O=C(NCC(=O)N(c1ccc2c(c1)OCCO2)C(C(=O)NC1CCCC1)c1ccco1)c1ccco1 (configuration not stated),-4,-1.1,11,-2,15,1,-1,-14,-19
CC1=C(C(=O)NCc2ccccc2)C(c2ccccc2OCC(N)=O)NC(=O)N1 (configuration not stated),-9,0.2,0,-2,26,6,19,-15,-14
COc1ccc(OC)c(-c2cc(C(=O)N3CCN(c4ccccc4)CC3)no2)c1,2,.,-11,0,-2,-2,-6,-15,-18
O=C(c1sc2ccccc2c1Cl)N(Cc1cccs1)C1CCS(=O)(=O)C1 (configuration not stated),-1,.,58*[fluorescence artefact?],-4,6,-1,-24,7,0
CCOC(=O)c1cnn(-c2nc(C)cc(C)n2)c1N,-3,0.34,3[fluorescence artefact?],-5,5,2,-10,4,14
CCNc1nc(NCC)n2c(SCc3nc4ccccc4c(=O)[nH]3)nnc2n1,-7,-0.35,-12,0,18,6,-12,2,6
N#Cc1nc(Cc2cccc3ccccc23)oc1NCCCn1ccnc1,0,0.07,-5,-4,5,-2,-12,48,-5
CN1C(=O)CC(N2CCN(c3ncccn3)CC2)C1=O (configuration not stated),6,0.35,0,0,6,-6,-3,-5,5
CCC(C(=O)Nc1nnc(-c2ccco2)s1)c1ccccc1 (configuration not stated),7,0.38,13[fluorescence artefact?],0,0,-7,-18,43,-31
CCCN1CCN(S(=O)(=O)c2ccc(OC)c(Br)c2)CC1,6,-0.53,2,-4,0,-3,-42,13,-3
On1cnnc1-c1ccccc1,-11,-0.36,-25,-1,14,11,-9,11,0
COC(=O)c1ccc(C(=O)OC)c(NC(=O)CCc2ccc(C)o2)c1,0,2.2,-5,1,1,-1,-3,9,-23
Cc1nn(Cc2ccccc2)c(C)c1C(=O)OCC(=O)c1cc(C)n(CC(F)(F)F)c1C,5,-0.66,-2,-1,0,-8,-1,-8,22
O=S(=O)(c1ccc(NCCc2c[nH]c3ccccc23)nc1)N1CCOCC1,5,-0.8,-1,3,6,-6,-10,-20,14
CCCCCn1c(N)c(C#N)c2nc3ccccc3nc21,5,-1,7,0,-3,-4,-13,10,13
